Screening results as filed in PubChem.
FBA Mtb inh: inhibitors of M. tuberculosis fructose-bisphosphate aldolase. 2.3% of 360,000 active. inhibition, % at 1 µM. purified M. tuberculosis FBA, fluorescence read-out. AID 588726. P9WQA3; in the data active = inhibition above about 27%;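 note: 0% = vehicle and 100% = reference inhibitor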
MazF activator: MazEF (E. coli) toxin RNase activation; P0AE70; FAM/BHQ RNA-DNA oligo cleavage fluorescence, 5 h; activation, % at 20 µM; 0.32% of 350,000 active; in the data active = activation above about 50%
Target sequence (P0AE70 whole entry, looked up): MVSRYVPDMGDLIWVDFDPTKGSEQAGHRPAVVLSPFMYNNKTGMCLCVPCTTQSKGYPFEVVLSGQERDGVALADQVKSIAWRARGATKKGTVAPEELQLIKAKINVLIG
BioA inh: inhibitors of Mycobacterium tuberculosis BioA enzyme; purified M. tuberculosis BioA enzyme, plate reader; inhibition, % at 9.99 µM; 0.096% of 360,000 active; in the data active = inhibition above about 40%; inconclusive = no clear call, values can overlap the other calls
Mtb UGM inh: Mtb UDP-galactopyranose mutase inhibition; inhibition, % at 10 µM; purified UGM, fluorescence polarization probe displacement; AID 504406; P9WIQ1; 0.06% of 320,000 active; in the data active = inhibition above about 10%, passing the limit was not always enough; inconclusive = no clear call, values can overlap the other calls
Target sequence (P9WIQ1 whole entry, looked up): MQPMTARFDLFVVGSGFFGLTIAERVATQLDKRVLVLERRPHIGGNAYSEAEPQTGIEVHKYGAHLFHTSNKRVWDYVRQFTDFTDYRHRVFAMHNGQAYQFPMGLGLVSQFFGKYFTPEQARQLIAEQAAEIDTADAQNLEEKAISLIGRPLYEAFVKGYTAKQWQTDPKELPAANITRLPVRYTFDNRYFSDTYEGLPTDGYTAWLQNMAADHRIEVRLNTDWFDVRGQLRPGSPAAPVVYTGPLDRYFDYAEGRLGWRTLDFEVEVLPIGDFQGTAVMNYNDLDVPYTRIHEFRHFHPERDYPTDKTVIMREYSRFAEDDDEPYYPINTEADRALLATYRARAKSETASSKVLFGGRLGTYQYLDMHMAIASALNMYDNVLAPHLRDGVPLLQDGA
Rv3671c inh: Rv3671c (M. tuberculosis) protease inhibition; 0.048% of 320,000 active; inhibition, % at 5.96 µM; AID 2606; in the data active = inhibition above about 38%;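 note: extracellular domain of Rv3671c used as enzyme; 0% = enzyme with DMSO and 100% = no enzyme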
Target sequence (P9WHR9 whole entry, looked up, the tested form may be a part): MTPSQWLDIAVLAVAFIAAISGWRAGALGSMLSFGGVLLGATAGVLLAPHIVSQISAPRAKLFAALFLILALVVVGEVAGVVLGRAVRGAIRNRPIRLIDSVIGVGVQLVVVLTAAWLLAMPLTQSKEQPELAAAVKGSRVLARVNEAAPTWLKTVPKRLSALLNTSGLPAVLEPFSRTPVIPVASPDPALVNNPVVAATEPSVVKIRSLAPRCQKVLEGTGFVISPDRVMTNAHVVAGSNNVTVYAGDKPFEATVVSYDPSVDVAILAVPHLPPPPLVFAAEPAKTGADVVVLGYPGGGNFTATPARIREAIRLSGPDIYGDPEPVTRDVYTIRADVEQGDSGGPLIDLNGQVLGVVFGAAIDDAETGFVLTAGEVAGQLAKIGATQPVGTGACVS
GDH-TPI counter: GDH-TPI coupled enzyme inhibition counter-screen. GDH-TPI coupled enzyme counterscreen, NADH absorbance. inhibition, % at 4.8 µM. 1.2% of 360,000 active; in the data active = inhibition above about 30%;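 note: 0% = DMSO wells and 100% = wells lacking the enzyme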
PrPC TRFRET: cell surface PrPC inhibition, primary TR-FRET screen. P04156. TR-FRET read-out. inhibition, % at 13.8 µM. 0.43% of 370,000 active; in the data active = inhibition above about 24%; note: 0% = median of the test wells and 100% = reference compound wells
FadD28 FP inh: M. tuberculosis FadD28 bisubstrate binding inhibition; FadD28 bisubstrate probe binding, fluorescence polarization; inhibition, % at 12.5 µM; 0.22% of 360,000 active; in the data active = inhibition above about 8.5%, passing the limit was not always enough; inconclusive = no clear call, values can overlap the other calls
BoNT-F LC inh: inhibitors of Botulinum neurotoxin F light chain protease; Multiplex microsphere protease cleavage assay, flow cytometry; inhibition, % at 10 µM; 0.22% of 360,000 active; in the data active = inhibition above about 35%, passing the limit was not always enough; inconclusive = no clear call, values can overlap the other calls; note: plate controls were buffer without enzyme for full effect and enzyme alone for no effect
Numbers without * were called inactive; u = inconclusive; x = not tested or not shown.

SMILES | FBA Mtb inh | MazF activator | BioA inh | Mtb UGM inh | Rv3671c inh | GDH-TPI counter | PrPC TRFRET | FadD28 FP inh | BoNT-F LC inh
CCCCSc1nnc2n(CCc3ccccc3)c(=O)c3c4c(sc3n12)COC(C)(C)C4 | -1 | -1 | 3.0 | -1.5 | 2 | 10 | 1 | -2.0 | 9
O=C(CN(Cc1cccs1)C(=O)CNS(=O)(=O)c1ccc(F)cc1)NCc1ccco1 | 1 | -3 | -1.5 | -3.2 | 4 | 11 | 3 | -0.7 | -8
NC(=S)n1[nH]c(-c2ccccc2)c(N=Nc2ccccc2C(=O)N2CCOCC2)c1=O | -11 | 7 | x | 0.8 | 9 | 13 | -4 | -2.3 | -8
CSc1ncccc1C(=O)OCC(=O)N(C)C1CCS(=O)(=O)C1 (stereo not given) | 1 | 6 | x | -1.2 | 8 | -6 | 4 | -3.6 | 12
CCOc1ncccc1C(=O)N(CC)CC(=O)NCc1ccc(Cl)cc1 | 2 | 9 | 0.1 | 0.0 | 11 | -4 | -5 | -0.3 | 10
COc1ccccc1NC(=O)N[C@@H](Cc1c[nH]c2ccccc12)C(=O)NN | 3 | -3 | -0.6 | -1.1 | x | 0 | 3 | -0.8 | -1
O=C(c1ccc(Cl)c(Cl)c1)N1CCC(=O)N(C(COCc2ccc(Cl)cc2)Cc2ccccc2)CC1 (stereo not given) | 1 | -3 | -1.1 | 3.5 | -5 | 3 | 5 | -1.5 | -1
O=C(C1CCN(S(=O)(=O)c2ccccc2)CC1)N1CCc2ccccc21 | 0 | 6 | -1.7 | -1.3 | -3 | 5 | 2 | -0.4 | -5
CSc1ncccc1C(=O)NC1CCCCCC1 | 2 | -2 | x | -0.1 | 1 | -3 | 3 | -0.6 | -4
Cc1ccc(S(=O)(=O)CCc2nc3ccccc3n2CCC#N)cc1 | -1 | -3 | 1.3 | 4.4 | -6 | 0 | 1 | -0.8 | -4
COc1ccc(NC(=O)c2sccc2C)c([N+](=O)[O-])c1 | -1 | -1 | -3.3 | -0.4 | 0 | -1 | -36 | -4.2 | 4
O=C(O)c1nn2c(c1Br)NC(c1ccccc1)CC2C(F)(F)F (stereo not given) | -1 | 6 | -0.9 | -1.1 | -5 | -4 | 0 | -3.9 | -8
CC(=O)OC1N=C(c2ccccc2)c2cc(Br)ccc2NC1=O (stereo not given) | -7 | 12 | 1.3 | -2.0 | -2 | 10 | -4 | -5.3 | 9
CC(O/N=C\c1ccccc1O)C(=O)Nc1ccccc1C(=O)N1CCOCC1 (stereo not given) | 0 | 2 | x | -1.7 | -3 | 3 | 0 | -0.4 | -2
CC1CCCC(NC(=O)CNCc2ccccc2F)C1C (stereo not given) | 2 | 4 | x | -1.6 | 2 | -6 | 3 | -4.7 | 2
CCn1cc(/C=N/NC(=O)c2ccc(C#N)cc2F)c2ccccc21 | -3 | 0 | -0.8 | 1.2 | 10 | 25 | -2 | -2.0 | -16
CC(=O)c1cccc(NC(=O)Cn2cnc(S(=O)(=O)N3CCCC3)c2)c1 | -1 | 10 | 0.7 | -0.6 | -7 | -6 | 3 | -0.3 | -6
O=C(N/N=C/c1ccc(Cl)c([N+](=O)[O-])c1)c1ccc2nc[nH]c2c1 | 2 | 15 | 1.2 | -1.7 | -18 | 12 | -40 | -2.5 | 0
COC(=O)C1=C(N)Oc2cc(N(C)C)ccc2C1c1ccccc1OC (stereo not given) | 0 | -5 | -1.1 | 1.5 | 1 | 3 | 6 | -0.3 | -5
COCC(=O)Nc1ccc2c(c1)OCC(=O)N2Cc1ccc(C)cc1 | -3 | 10 | -0.8 | 0.9 | -2 | 5 | 2 | -1.1 | u
COc1ccc(C=C(c2ccc(OC)cc2)c2ccc(OC)cc2)cc1 | 12 | -1 | -1.6 | 0.0 | -3 | 26 | -1 | -0.2 | -8
Cc1ccc(-c2noc(C3CCN(S(=O)(=O)c4ccc5c(c4)OCCO5)CC3)n2)o1 | 2 | -2 | x | 1.8 | -3 | 10 | 2 | -0.4 | 2
Cn1cnnc1SCC(=O)OCN1C(=O)c2ccccc2C1=O | 2 | 1 | 0.9 | -0.7 | -4 | -5 | -2 | -0.8 | 29
CCCc1cc(=O)[nH]c(SCC(=O)Nc2cc(S(=O)(=O)N3CCCCC3)ccc2C)n1 | 2 | -5 | -1.7 | -0.8 | -1 | 4 | 3 | -1.3 | -11
O=C(NC(=S)NNC(=O)c1cccs1)c1ccccc1 | -4 | 4 | 0.4 | 1.9 | -9 | 7 | -5 | -3.2 | 3
CCCNC(=O)C1(C)CCN(Cc2ccc(OC)c3ccccc23)C1 (stereo not given) | 0 | x | 0.9 | x | x | 1 | -7 | -2.9 | -2
Cc1ccc(S(=O)(=O)N(C)c2ccc(OC(=O)CN3C(=O)NC4(CCCC4)C3=O)cc2)cc1C | 0 | -4 | 0.3 | 0.8 | 5 | 2 | 3 | -2.7 | x
Cc1cc(=O)n2c3ccccc3n(CC(O)CN3CCCC3)c2c1C#N (stereo not given) | 17 | -4 | 1.6 | -1.5 | 0 | 28 | -2 | -0.8 | 0
CCCc1nnc(SCC(=O)N2C(C)CCCC2C)n1CC1CCCO1 (stereo not given) | -11 | -5 | 2.1 | 1.9 | -5 | 10 | -7 | -3.2 | 14
CCC(Cc1ccccc1)NS(=O)(=O)c1ccc2c(c1)NC(=O)CS2 (stereo not given) | -5 | 7 | 1.1 | -0.4 | -1 | -8 | 6 | -3.4 | -8

In the list so far, eight contain a halogen:
SMILES | FBA Mtb inh | MazF activator | BioA inh | Mtb UGM inh | Rv3671c inh | GDH-TPI counter | PrPC TRFRET | FadD28 FP inh | BoNT-F LC inh
O=C(CN(Cc1cccs1)C(=O)CNS(=O)(=O)c1ccc(F)cc1)NCc1ccco1 | 1 | -3 | -1.5 | -3.2 | 4 | 11 | 3 | -0.7 | -8
CCOc1ncccc1C(=O)N(CC)CC(=O)NCc1ccc(Cl)cc1 | 2 | 9 | 0.1 | 0.0 | 11 | -4 | -5 | -0.3 | 10
O=C(c1ccc(Cl)c(Cl)c1)N1CCC(=O)N(C(COCc2ccc(Cl)cc2)Cc2ccccc2)CC1 (stereo not given) | 1 | -3 | -1.1 | 3.5 | -5 | 3 | 5 | -1.5 | -1
O=C(O)c1nn2c(c1Br)NC(c1ccccc1)CC2C(F)(F)F (stereo not given) | -1 | 6 | -0.9 | -1.1 | -5 | -4 | 0 | -3.9 | -8
CC(=O)OC1N=C(c2ccccc2)c2cc(Br)ccc2NC1=O (stereo not given) | -7 | 12 | 1.3 | -2.0 | -2 | 10 | -4 | -5.3 | 9
CC1CCCC(NC(=O)CNCc2ccccc2F)C1C (stereo not given) | 2 | 4 | x | -1.6 | 2 | -6 | 3 | -4.7 | 2
CCn1cc(/C=N/NC(=O)c2ccc(C#N)cc2F)c2ccccc21 | -3 | 0 | -0.8 | 1.2 | 10 | 25 | -2 | -2.0 | -16
O=C(N/N=C/c1ccc(Cl)c([N+](=O)[O-])c1)c1ccc2nc[nH]c2c1 | 2 | 15 | 1.2 | -1.7 | -18 | 12 | -40 | -2.5 | 0

(cont.)
SMILES | FBA Mtb inh | MazF activator | BioA inh | Mtb UGM inh | Rv3671c inh | GDH-TPI counter | PrPC TRFRET | FadD28 FP inh | BoNT-F LC inh
Cc1cc(C)cc(NC(=S)NCc2ccc3c(c2)OCO3)c1 | 3 | -6 | -1.6 | -1.3 | 0 | 8 | 11 | -1.2 | 1
CN(c1ccccc1)C(c1ccc(F)cc1)c1nnnn1C1CCCC1 (stereo not given) | -2 | -2 | 0.0 | -0.8 | 2 | 5 | 5 | -0.9 | -8
Cc1ccccc1S(=O)(=O)NC(=O)C1(C)CCN1C(=O)C(C)(C)c1ccccc1 (stereo not given) | 0 | x | -0.1 | x | x | -5 | 0 | -3.5 | 2
CC1C(c2ccc3c(c2)OCO3)c2cc3c(cc2OC1N1CCOCC1)OCO3 (stereo not given) | 4 | 0 | x | x | x | 3 | 7 | -2.5 | -14
COc1ccccc1C(=O)Nc1ccc2nc3n(c(=O)c2c1)CCCC3 | 1 | 2 | -1.1 | 2.2 | -7 | 7 | -3 | x | 0
COc1cc2c(cc1NCc1ccccn1)oc1ccccc12 | 29* | 15 | -2.3 | -1.1 | -4 | 0 | -2 | -0.4 | -4
CCc1cccc(C)c1NC(=O)CSc1nc(C)c(C)o1 | 2 | 3 | -1.2 | -0.4 | -4 | 9 | 0 | -1.9 | 10
COC(=O)c1cc2n(n1)CCN(Cc1ccccc1F)C2=O | -1 | 0 | -0.9 | -2.6 | 3 | 14 | -6 | -5.2 | -3
CC1(C(=O)NS(=O)(=O)c2ccc(Cl)s2)CCN1C(=O)Cc1cc(F)ccc1F (stereo not given) | 0 | x | 0.7 | x | x | 3 | -2 | -2.7 | 0
CC(C)NS(=O)(=O)c1ccc(OCC(=O)N2CCCC2)c(Cl)c1 | 1 | -5 | 2.1 | -0.2 | 4 | 14 | -5 | 1.5 | -7
CC(Sc1nc2c(cc1C#N)CCCCC2)C(=O)O (stereo not given) | x | -12 | x | 1.4 | 10 | x | 6 | x | x
O=C(NC1CC1)c1cccc(Nc2ccc(-c3ccc4c(c3)OCCO4)nn2)c1 | 3 | -2 | -1.7 | 7.8 | -4 | -2 | 4 | -1.7 | 3
CN(CC(=O)Nc1ccc(Cl)c(C(F)(F)F)c1)C(=O)CCNC(=O)c1ccco1 | 1 | -2 | 1.8 | 1.4 | -3 | -1 | 3 | -4.0 | -4
CCC(=O)c1ccc(OCC(=O)OCC(=O)N2CCc3ccccc3C2)cc1 | 6 | 0 | -1.3 | 0.6 | -10 | 8 | -2 | -0.1 | x
O=C(CSc1cccc[n+]1[O-])c1cc(Cl)ccc1Cl | 2 | 2 | x | -2.6 | 6 | -8 | 0 | -2.5 | -3
OCCn1c(-c2ccc(F)cc2)csc1=Nc1ccccc1 | -3 | 3 | x | -0.6 | -1 | -1 | -2 | -4.1 | 5
CN(CCOc1ccc(Cl)cc1)C(=O)c1cccc(S(=O)(=O)N2CCN(Cc3ccccc3)CC2)c1 | 0 | 0 | -1.0 | x | x | 0 | 18 | -1.5 | -10
CC(=O)Oc1cccc(C(=O)Nc2c[nH]c(=O)[nH]c2=O)c1 | -1 | 8 | x | 1.7 | -10 | 4 | 6 | -0.4 | 1
COc1ccc(-c2nc(N)ncc2-c2ccc(Cl)cc2)c(O)c1 | -3 | 1 | 2.2 | -0.2 | 0 | -11 | -9 | -5.0 | 4
CCN(CC)S(=O)(=O)c1cc(NS(=O)(=O)c2cc(Cl)ccc2Cl)ccc1C | -2 | -4 | 0.7 | 0.7 | 1 | 9 | 6 | -1.7 | 7
O=C(Nc1nsc(-c2ccccc2)n1)c1ccc(F)cc1 | 5 | -8 | -1.2 | -1.1 | -4 | 2 | 9 | -1.9 | -3
Cc1[nH]n(-c2ccccc2)c(=O)c1N=Nc1ccccc1C(=O)N1CCOCC1 | -4 | 2 | x | 0.0 | 0 | 11 | 5 | -4.6 | -4
COC(=O)C1=C(O)/C(=C\c2sccc2C)N=C1C | -3 | 3 | 0.3 | 1.3 | -3 | 14 | 3 | -1.4 | 2
Cc1cccc(C)c1NC(=O)CNCC(=O)Nc1c(C)cccc1C | 1 | -1 | -0.8 | -2.3 | -9 | 6 | -9 | -0.1 | 10
COc1ccc(CNC(N)=O)cc1 | -2 | 13 | -2.8 | -0.7 | 0 | -2 | 5 | -0.9 | -6
Cc1cc(OCC(=O)NC(C)c2ccccc2)ccc1[N+](=O)[O-] (stereo not given) | -1 | -6 | x | 0.2 | -3 | 8 | -4 | -1.3 | 4
CCC(=O)N1CCN(c2ccccc2NC(=S)NC(=O)c2cccc([N+](=O)[O-])c2)CC1 | -2 | 2 | x | 0.3 | 1 | 12 | -1 | -0.9 | -3
COc1ccc(-c2cc(C(=O)OC3CCOC3=O)c3ccccc3n2)cc1OC (stereo not given) | 0 | -3 | -0.3 | 3.6 | -8 | 8 | -8 | -4.8 | 0
O=C(COc1ccccc1)NCCS(=O)(=O)N1CCN(c2ccccc2)CC1 | 3 | -2 | -0.3 | -1.5 | 2 | 4 | -2 | -2.7 | 12
COc1ccc(S(=O)(=O)Nc2ccc(OCC(=O)O)cc2)c2ccccc12 | 0 | 5 | -1.3 | 7.4 | -3 | -10 | -2 | -3.3 | 16
O=C(NCCCn1ccnc1)Nc1cccc2ccccc12 | 17 | 6 | -0.3 | -0.6 | 3 | 13 | -15 | -0.9 | -2
CCNS(=O)(=O)c1ccc(NC(=O)Cn2nc(C(F)(F)F)cc2C)cc1 | 2 | 4 | x | -0.5 | -1 | -11 | 3 | -2.1 | -6
